Mcl1 Bid PPI – Mcl-1/Bid binding inhibitors, primary screen, biochemical, TR-FRET, 1536-well. TR-FRET Mcl-1/Bid-Dy647 peptide binding. AID 1021, 2008. actives 0.97% (n = 220,000). inhibition, % at 21.7 µM;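 active = compounds that cut the binding signal by more than half at the single screening dose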;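 also: His-tagged Mcl-1 with europium anti-His antibody binding Bid BH3 peptide; 0% = Mcl-1 plus peptide wells and 100% = peptide-only wells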
Target sequence (Q07820 whole entry, looked up): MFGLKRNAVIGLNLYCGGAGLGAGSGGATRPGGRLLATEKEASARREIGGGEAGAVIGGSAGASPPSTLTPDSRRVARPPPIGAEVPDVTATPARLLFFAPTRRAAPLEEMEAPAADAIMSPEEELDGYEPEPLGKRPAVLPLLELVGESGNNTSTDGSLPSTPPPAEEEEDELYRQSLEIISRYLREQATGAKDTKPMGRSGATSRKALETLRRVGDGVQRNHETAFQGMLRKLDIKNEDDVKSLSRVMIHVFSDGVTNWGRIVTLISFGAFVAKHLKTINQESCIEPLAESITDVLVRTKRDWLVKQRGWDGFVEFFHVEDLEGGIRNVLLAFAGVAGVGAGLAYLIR
GSH bead fluor – compound fluorescence on glutathione beads, profiling panel, artefact control, biophysical, 488/530 nm, flow cytometry; fluorescence (KMESF) at 10 µM; actives 0.25% (n = 190,000); GSH beads flow cytometry, compound fluorescence 488/530 nm; active compounds read high; in the data active = fluorescence above about 89;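 also: glutathione beads carrying GST-tagged Bcl family fusion proteins plus one bare bead set; values are compound well signal with DMSO vehicle wells as background; inactives centre near 16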
Pf gamet viab – late stage P. falciparum gametocyte viability inhibitors, primary screen, ATP luminescence, HTS | P. falciparum stage V gametocytes, 24 h | inhibition, % at 10.9 µM | actives 0.065% (n = 150,000) | AID 743093, 2013;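 active = inhibition above the mean plus 3 SD of compounds within the control limits, set per campaign, cut at about 38% in these data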;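 also: 0% = DMSO wells and 100% = medium only without gametocytes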
Rab7 wt modul – modulators of GTP binding to Rab7, primary screen, biochemical, wildtype, multiplex bead flow cytometry. actives 0.055% (n = 190,000). GST-Rab7 beads, fluorescent GTP binding; actives lie on both sides; untreated = 100%, excess cold GTP = 0%. Rab7 GTPase wild type (dog), Bodipy-FL-GTP binding. AID 758, 2007. GTP binding activity (percent of control), % at 10 µM;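 active = fluorescent GTP binding to Rab7 beads changed by at least 20 points from the 100% baseline, either direction, mostly lower; inconclusive = compound itself probably fluorescent, or too few beads counted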;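 also: median green fluorescence of bound Bodipy-FL-GTP per Rab7 bead population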
Rac1 wt GTP bind – wildtype Rac1 GTP binding modulators, primary screen, biochemical, GST-Rac1 beads, flow cytometry, multiplex; fluorescent GTP binding; actives lie on both sides; 0 = cold GTP competed, 100 = untreated; GTP binding activity (% of control), % at 10 µM; actives 0.27% (n = 190,000); AID 757, 2007;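 active = GTP binding activity at least 20 points away from the 100% control level, either lower or higher; inconclusive = compound flagged as likely green fluorescent, judged across all proteins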
Mcl1 Noxa PPI – Mcl-1/Noxa binding inhibitors, primary screen, biochemical, TR-FRET, 1536-well | actives 1.5% (n = 220,000) | TR-FRET Mcl-1/Noxa peptide binding, 2 h | inhibition, % at 21.7 µM | AID 1022, 2008;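 active = compounds that cut the protein-peptide binding signal by more than 50% relative to plate controls in a single-dose test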;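 also: His-tagged Mcl-1 with rhodamine Noxa BH3 peptide and terbium anti-His antibody; 0% = Mcl-1 plus Noxa peptide wells and 100% = peptide-only wells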
Rab2 wt GTP – modulators of GTP binding to Rab2A wildtype, primary screen, biochemical, dog, bead-based flow cytometry, multiplex; Ras-related protein Rab-2A (Canis lupus familiaris), P61105; GTP binding activity, % at 10 µM; GST-Rab2 wt beads, Bodipy-GTP binding; actives 0.19% (n = 190,000);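 active = GTP binding activity at least 20 points away from 100%, either lowered or raised; inconclusive = signal likely due to the compound's own green fluorescence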;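 also: 0% = beads with excess unlabeled GTP and 100% = no-compound control corrected for plate trend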
Rac1 act GTP bind – GTP binding modulators of activated mutant Rac1, primary screen, biochemical, bead-based flow cytometry, multiplex, fluorescent GTP; AID 764, 2007; percent activity (GTP binding), % at 10 µM; GST-Rac1 activated beads; actives lie on both sides; 100% means binding = to untreated wells; actives 0.11% (n = 190,000);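 active = GTP binding at least 20 percentage points away from the 100% baseline, in either direction, so actives lie on both sides; inconclusive = Compound likely fluorescent itself, or too few beads counted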
Avidin bead fluor – green autofluorescence of compounds with avidin beads – biophysical, 488/530 nm, flow cytometry, artefact control, profiling panel | fluorescence (KMESF) at 10 µM | actives 0.38% (n = 220,000) | compound fluorescence 488/530 nm; active compounds read high; in the data active = fluorescence above about 47; also: inactives centre near 10
Cdc42 wt GTP – modulators of GTP binding to wildtype Cdc42, primary screen, biochemical, multiplex bead flow cytometry, Bodipy-GTP. actives 0.2% (n = 190,000). AID 761, 2007. Cell division control protein 42 homolog (Homo sapiens), P60953. GST-Cdc42 beads; actives lie on both sides. percent activity (GTP binding), % at 10 µM;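 active = percent activity GTP binding at least 20 points away from the 100% baseline, either down as inhibitor or up as activator; inconclusive = compound flagged as likely green fluorescent from well-wide comparison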;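 also: median bead fluorescence of bound Bodipy-FL-GTP at 100 nM; 0% = excess unlabeled GTP control and 100% = no compound control; below 100% means less GTP binding so inhibitor and above means activator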
Target sequence (P60953 whole entry, looked up): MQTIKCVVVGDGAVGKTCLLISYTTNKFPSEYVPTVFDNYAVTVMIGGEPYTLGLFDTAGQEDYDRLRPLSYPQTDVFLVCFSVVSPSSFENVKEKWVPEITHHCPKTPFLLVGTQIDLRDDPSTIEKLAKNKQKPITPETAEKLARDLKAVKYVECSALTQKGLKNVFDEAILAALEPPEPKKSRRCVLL
HRas wt GTP bind – modulators of GTP binding to HRas wildtype, primary screen, biochemical, bead-based flow cytometry, multiplex | GTPase HRas (Homo sapiens), P01112 | GST-Ras wt beads, Bodipy-FL-GTP binding; actives lie on both sides | GTP binding activity, % at 10 µM | actives 0.14% (n = 190,000);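 active = GTP binding activity at least 20% away from the 100% baseline, either lowered as inhibitor or raised as activator; inconclusive = flagged as likely green fluorescent, judged across all proteins in the well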;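 also: 0% = unlabeled GTP competition control and 100% = no-compound control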
Target sequence (P01112 whole entry, looked up): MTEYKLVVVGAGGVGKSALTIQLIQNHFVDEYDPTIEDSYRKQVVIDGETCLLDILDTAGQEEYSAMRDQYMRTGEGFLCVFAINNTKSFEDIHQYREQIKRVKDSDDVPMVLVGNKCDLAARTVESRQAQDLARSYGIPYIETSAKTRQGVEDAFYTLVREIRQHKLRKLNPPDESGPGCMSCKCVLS
The depositor's hits bear a star; ? = inconclusive; · = no result given; & = joins results of further samples. Compounds as they come. About 3% of those tested had a hit in this group.

SMILES	Mcl1 Bid PPI	GSH bead fluor	Pf gamet viab	Rab7 wt modul	Rac1 wt GTP bind	Mcl1 Noxa PPI	Rab2 wt GTP	Rac1 act GTP bind	Avidin bead fluor	Cdc42 wt GTP	HRas wt GTP bind
COc1ccc(C(=O)N(Cc2nc(-c3ccc(C)cc3)no2)C(C)C)cc1OC	7	21	·	95	98	4	95	99	7	99	96
Cc1ccc(/C=C/C(=O)Nc2sc(C)c(C)c2C(=O)OC(C)C)o1	-23	21	·	100	99	31	100	99	11	98	99
COC(=O)c1sc2ccccc2c1-n1cccc1C(=O)C(=O)Nc1ccc(C)cc1	-7	26	-16	102	102	-7	98	99	3	101	101
Cc1cccc(OCC(=O)Nc2cc(S(=O)(=O)N3CCCCC3)ccc2N2CCN(C)CC2)c1	-29	13	-28	104	97	15	100	94	9	96	101
Cc1nccc2[nH]c(=O)c(C(=O)NC(C)CCc3ccccc3)cc12 (stereo not given)	-2	13	·	101	96	-4	98	98	6	93	96
CN1CCN(C(=O)c2ccc(-n3cccn3)nc2)CC1	-8	12	-8	95	96	13	95	94	21	98	96
COC(=O)COc1ccc(C2NC(=O)NC(C)=C2C(=O)NCc2ccccc2)cc1OC (stereo not given)	-27	25	-12	103	100	12	101	97	12	101	98
CCCCN(CC)CCNC(=O)Cn1cnc2sc(C)c(S(=O)(=O)N3CCOCC3)c2c1=O	-2	20	·	99	109	4	101	102	37	106	104
COc1ccc(/C=N/NC(=O)c2cc(OC)c(OC)c(OC)c2)cc1CN1CCc2cc(OC)c(OC)cc2C1C (stereo not given)	1	11	-5	95	98	18	94	95	13	94	94
Cc1ccccc1NC(=O)Cn1nnc2ccccc21	1	14	20	105	100	4	97	94	12	92	97
CCOC(=O)c1c(C)[nH]c(C(=O)COC(=O)c2[nH]c(C)c(C(C)=O)c2C)c1C	-12	41	15	102	103	-6	102	101	7	101	103
O=C(CCC1CCCN(Cc2ccc3c(c2)CCO3)C1)NCc1ccc(F)c(F)c1 (stereo not given)	-18	15	-1	97	99	8	98	96	11	100	95
Cc1ccc(-n2c3c(c(=O)[nH]c2=S)C(C(F)(F)F)(C(F)(F)F)NC(=O)N3)cc1	-6	46	-15	97	104	3	96	97	1	100	98
CC(C)(C)c1nnc(NC(=O)Cc2ccccc2[N+](=O)[O-])s1	-16	2	-11	100	104	4	95	99	14	102	99
CCO[C@H]1OC(C(=O)NC2CC2)=C[C@@H](c2ccc(Br)cc2)[C@@H]1CCCO	-5	19	3	96	96	8	96	94	6	97	96
O=C(Nc1cccnc1)c1ccc(S(=O)(=O)c2ccc(Cl)cc2)cc1	-19	12	19	109	101	7	103	95	6	99	103
COc1ccccc1NC(=O)CSc1nnc(-c2ccccc2)o1	-3	21	·	104	110	8	100	98	10	102	103
CCN(CC)S(=O)(=O)c1cccc(NC(=O)c2cc(-c3cccs3)nn2-c2ccccc2)c1	-28	2	-1	91	97	-9	95	99	12	103	96
CCCC(=O)Nc1c(-c2ccccc2)c(=O)c(C)nn1-c1ccc(Cl)cc1	-46	16	-12	99	103	-9	103	102	16	100	100
COc1cccc(NC(=O)COC(=O)c2ccco2)c1	-3	27	·	99	106	-1	100	98	29	101	101
O=C(Oc1cccnc1)c1cccc(Cl)c1	-39	267*	16	102	110	-2	104	102	6	100	103
O=C(CCCCCN1C(=O)c2ccccc2C1=O)NCCc1nc2ccccc2[nH]1	-24	23	-1	95	100	-4	99	98	13	100	98
Cc1ccc(C)c(NCc2ccccc2CO)c1	-72	21	4	95	96	11	97	95	6	96	93
Cc1ccccc1-c1nsc(SCC(=O)Nc2ccc3c(c2)OCO3)n1	-20	21	30	101	98	-11	98	98	15	97	99
CCOC(=O)C1=C(C)NC(=O)C(C(N)=O)C12CCCC2 (stereo not given)	-17	8	17	103	108	11	102	102	9	102	103
COC(=O)c1ccc(-c2nn(C)c(=O)c3ccccc23)cc1	-12	17	·	93	94	2	91	96	10	90	93
CCN1CCC(NC(=O)c2cc(OC)c(OC)cc2OC)CC1	-23	11	·	100	106	7	103	102	7	106	102
COC(Cc1nnc(SC)n1-c1ccc(Cl)cc1)OC	-12	34	15	101	108	27	101	100	7	102	102
COCCNC(=O)C(OC(=O)c1cccs1)c1ccccc1 (stereo not given)	-16	25	0	98	103	-6	100	99	12	103	103
CCn1c(SCC(=O)N2CCN(c3ccc(F)cc3)CC2)nc2ccccc2c1=O	-33	19	·	94	98	4	97	98	28	99	97
C1CCCN(CCCCN2CCCCCC2)CC1	-10	10	·	103	107	0	100	101	35	104	102
COc1ccc(C(=O)c2c[nH]c(C(=O)NCc3cccs3)c2)cc1	-25	12	6	106	104	-16	101	98	20	101	103
CCOC(=O)c1[nH]c2ccccc2c1NC(=O)c1ccc2c(c1)OCO2	-7	17	·	95	97	4	98	96	5	97	99
CCN(CC)c1nc(-c2ccccc2)cc(C(F)(F)F)c1C#N	-5	21	-9	103	106	14	102	100	16	103	102
COC(=O)c1ccc(NC(=O)CO/N=C2\CCCc3nonc32)cc1	-29	13	17	95	93	23	89	87	21	90	90
CCOc1ccc(-n2cc(-c3ccccc3)c3c(N4CCOCC4)ncnc32)cc1	-26	10	·	107	98	11	97	96	5	94	97
CC(C)[C@H](NC(=O)c1ccccc1Cl)C(=O)Nc1nc(-c2ccccn2)cs1	-62	14	-15	107	99	-29	97	97	9	96	96
C/C=C/Cn1c(SC)nc2c1c(=O)[nH]c(=O)n2C	5	18	-21	92	92	2	92	94	24	92	94
S=C(NCc1ccco1)N/N=C/c1ccc(Cl)cc1	-9	8	-18	97	96	-1	97	95	1	97	95
Cc1cc(C)cc(N(C(=O)c2ccc3c(c2)OCO3)C2C=CS(=O)(=O)C2)c1 (stereo not given)	-23	4	·	98	102	-11	98	96	10	101	100
CCc1ccccc1NC(=O)C1c2ccccc2Oc2ccccc21	1	9	-24	100	103	7	99	99	4	103	100
CCCCNC(=O)CN(c1cccc(F)c1)S(C)(=O)=O	0	18	-7	96	103	-7	103	98	25	104	100
O=C(NCc1ccc2c(c1)OCO2)C1(S(=O)(=O)c2ccccc2)CC1	-17	16	6	101	105	-5	101	99	22	99	102
Cc1ccc(CNC(=O)C(OC(=O)c2ccco2)C(C)C)cc1 (stereo not given)	-37	28	10	96	102	-13	99	99	5	98	100
Cc1c(C(=O)NCCN2CCOCC2)oc2ccc(S(=O)(=O)N3CCCCCC3)cc12	-35	24	·	?	?	2	?	?	18	?	?
COc1ccc(N/C=C(/C(C)=O)c2ccccc2)cc1	-52	11	10	101	104	-16	100	99	9	101	100
Cc1ccc(-n2nnnc2SCC(=O)Nc2cccnc2Cl)cc1	-52	9	·	105	102	-6	100	98	3	99	101
O=C(/C=C/c1cccc([N+](=O)[O-])c1)NC(=S)Nc1ccc(CN2CCOCC2)cc1	-48	17	32	100	103	-5	103	100	6	101	100
O=C(O)CCSc1nc2ccccc2s1	-5	29	-6	95	100	33	98	95	16	99	97
COc1cccc(C2=N/C(=C\N(C)C)C(=O)O2)c1	-10	16	-1	96	103	14	101	99	8	97	98
CC(NC(=O)c1nn(C)c(=O)c2ccccc12)c1ccc(F)cc1 (stereo not given)	-13	12	·	100	106	17	100	99	15	104	103
COCc1nnc(NC(=O)c2cccs2)s1	-27	26	-3	101	106	-20	103	100	13	103	101
CCOC(=O)NC1(C(F)(F)F)NC(=O)N(c2cccc(C(F)(F)F)c2)C1=O (stereo not given)	-12	7	-20	96	100	3	98	96	3	97	98
N#CCCN(C1CCCCC1)S(=O)(=O)c1cccc2nsnc12	3	19	·	94	102	-1	96	98	3	98	95
Oc1cccc(-c2nc3ccccc3s2)c1	-2	35	-10	97	94	22	95	94	9	96	95
N#C/C(=C\c1ccc(/C=C(/C#N)c2nn(CCO)c(N)c2C#N)cc1)c1nn(CCO)c(N)c1C#N	62*	9	12	98	104	58*	99	100	26	101	97
CC1(C)CC(=O)C2=C(C1)Nc1ncnn1C2c1cccs1 (stereo not given)	-23	12	-40	101	98	21	99	95	20	97	97
O=C(CCN1C(=O)/C(=C/c2ccc3c(c2)OCO3)SC1=S)NNC(=O)c1cccnc1	53*	6	·	95	94	35	93	94	23	97	95
COCCn1c(SCC(=O)Nc2ccc(Cl)cn2)nnc1-c1ccncc1	-10	12	·	96	106	-10	96	99	9	101	104
Cc1ccc(C2CC(=O)N3CN(c4ccc(Br)cc4)CSC3=C2C#N)o1 (stereo not given)	-102	10	-32	97	93	23	99	95	12	95	99
More structures follow.
SMILES	Mcl1 Bid PPI	GSH bead fluor	Pf gamet viab	Rab7 wt modul	Rac1 wt GTP bind	Mcl1 Noxa PPI	Rab2 wt GTP	Rac1 act GTP bind	Avidin bead fluor	Cdc42 wt GTP	HRas wt GTP bind
Cc1ccc(S(=O)(=O)C2CCOC2=O)cc1 (stereo not given)	-25	23	·	99	100	5	97	97	29	97	98
CC(/C=C/c1ccccc1)=N\Nc1ccccc1[N+](=O)[O-]	-1	23	6	94	98	8	93	94	6	98	97
Cc1ccc(C(=O)N/C(=C/c2ccc(Cl)cc2)C(=O)Nc2cccc(C(=O)O)c2)cc1	-25	22	-5	96	100	14	99	100	15	99	98
CCNC(=O)N(C)c1nncnc1C(=O)NC	22	25	·	96	95	3	97	95	34	99	97
CC1=NC(=O)C(N=Nc2ccccc2C(=O)O)N1c1ccccc1 (stereo not given)	11	6	-6	91	79*	21	80	81	5	80	84
CC(C)(C)NC(=O)C(c1ccncc1)N(C(=O)c1csnn1)C1CC1 (stereo not given)	2	19	·	104	102	10	104	101	7	105	105
CCC(=O)N(CCc1ccccc1C)Cc1cc2cc3c(cc2[nH]c1=O)OCO3	3	21	·	97	99	1	99	95	20	100	100
N#Cc1c(-c2ccc(Br)cc2)nc2n(c1=O)CCCS2	12	5	13	108	99	-6	106	96	18	102	103
COc1cc2nc(N3CCN(C(=O)C4CCCO4)CC3)nc(N)c2cc1OC (stereo not given)	15&22&23	22&19&62	·	102&99	103&98	19&33&9	106&103	100&98	12&8&8	102&99	102&97

Screens from PubChem.
